# 5HT1a ag = 5-HT1a (human) receptor agonism; activation, % at 10 µM; 65,000 tested, 0.56% active; AID 567; CHO 5-HT1a Ga15 NFAT-bla reporter, FRET ratio; 0% basal, 100% maximal reference agonist; P08908;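 active = activation above the screen-wide mean activation plus 3 SD, cut at about 19% in these data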;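 note: 0% = DMSO wells and 100% = 5-CT at EC100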
# Hsp90 block = displaces geldanamycin probe from tumor Hsp90 | inhibition, % at 30 µM | 64,000 tested, 0.35% active | NCI-N417 lysate Hsp90, Cy3B-geldanamycin FP displacement | P07900;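 active = inhibition above 50%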;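 note: 0% = tracer plus lysate wells and 100% = tracer alone without lysate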
# NADH enzymes = inhibitors of enzymes used to reach an NAD/NADH endpoint; IC50, µM (series often up to 10 µM), inactives show top-dose inhibition; 65,000 tested, 0.02% active; coupled PK/LDH NADH assays, four targets;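 active = single-dose screening hits from any of four coupled enzyme assays that gave an IC50 when retested across doses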;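 note: the DPM-DC format reads NADH fluorescence rather than 340 nm absorbance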
# Fluor 339 460 = intrinsic fluorescence of library compounds, ex339/em460 – biochemical, MLSMR library, data from DPM-DC assay, artefact control, profiling panel; fluorescence fold increase at 10 µM; 65,000 tested, 5.5% active; compound autofluorescence, ex339/em460 nm, NADH buffer; active compounds read high; 1 = no-compound wells, NADH background;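 active = at 10 µM, mean starting fluorescence two-fold or more over control wells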;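 note: signal is the first read of a kinetic run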
# M1 agonist = activates the M1 muscarinic receptor. CHO-M1 cells, Fluo-4 calcium fluorescence, agonist mode; active compounds read high. B-score at 10 µM. 64,000 tested, 3% active. AID 626;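 active = fluorescence rise, raw or as B-score row- and column-corrected plate score, outside the 99.7% band of its plate's samples, either direction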
# Her2 expr inh = inhibitors of human Her2 kinase expression. P04626. SKBR-3 HER2 protein level, AlphaScreen, 18-24 h; active compounds read low. HER2 level % of control, % at 10 µM. 65,000 tested, 0.69% active. AID 645;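 active = HER2 level under 5% of the carrier-only control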;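 note: 100% = DMSO carrier and 0% = 500 nM PU-H71 HSP90 inhibitor; lower value means stronger loss of Her2 protein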
# D1 mod = allosterically modulates the human D1 dopamine receptor. HEK293 D1, CRE-luciferase, dopamine EC30 potentiation; actives deviate in either direction. B-score at 10 µM. 58,000 tested, 5.9% active;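 active = luminescence count or its row- and column-corrected plate score outside the 99.7% band of the plate's sample wells, on either side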
# E coli RNAP = Escherichia coli RNA polymerase inhibition | P0A8V2 | E. coli RNA polymerase, fluorescence transcription assay | inhibition, %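 (tested at 10 µM)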 | 62,000 tested, 0.2% active; in the data active = inhibition above about 20%;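 note: 0% = enzyme without compound and 100% = no enzyme blank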
# Target sequence (P0A8V2 whole entry, looked up): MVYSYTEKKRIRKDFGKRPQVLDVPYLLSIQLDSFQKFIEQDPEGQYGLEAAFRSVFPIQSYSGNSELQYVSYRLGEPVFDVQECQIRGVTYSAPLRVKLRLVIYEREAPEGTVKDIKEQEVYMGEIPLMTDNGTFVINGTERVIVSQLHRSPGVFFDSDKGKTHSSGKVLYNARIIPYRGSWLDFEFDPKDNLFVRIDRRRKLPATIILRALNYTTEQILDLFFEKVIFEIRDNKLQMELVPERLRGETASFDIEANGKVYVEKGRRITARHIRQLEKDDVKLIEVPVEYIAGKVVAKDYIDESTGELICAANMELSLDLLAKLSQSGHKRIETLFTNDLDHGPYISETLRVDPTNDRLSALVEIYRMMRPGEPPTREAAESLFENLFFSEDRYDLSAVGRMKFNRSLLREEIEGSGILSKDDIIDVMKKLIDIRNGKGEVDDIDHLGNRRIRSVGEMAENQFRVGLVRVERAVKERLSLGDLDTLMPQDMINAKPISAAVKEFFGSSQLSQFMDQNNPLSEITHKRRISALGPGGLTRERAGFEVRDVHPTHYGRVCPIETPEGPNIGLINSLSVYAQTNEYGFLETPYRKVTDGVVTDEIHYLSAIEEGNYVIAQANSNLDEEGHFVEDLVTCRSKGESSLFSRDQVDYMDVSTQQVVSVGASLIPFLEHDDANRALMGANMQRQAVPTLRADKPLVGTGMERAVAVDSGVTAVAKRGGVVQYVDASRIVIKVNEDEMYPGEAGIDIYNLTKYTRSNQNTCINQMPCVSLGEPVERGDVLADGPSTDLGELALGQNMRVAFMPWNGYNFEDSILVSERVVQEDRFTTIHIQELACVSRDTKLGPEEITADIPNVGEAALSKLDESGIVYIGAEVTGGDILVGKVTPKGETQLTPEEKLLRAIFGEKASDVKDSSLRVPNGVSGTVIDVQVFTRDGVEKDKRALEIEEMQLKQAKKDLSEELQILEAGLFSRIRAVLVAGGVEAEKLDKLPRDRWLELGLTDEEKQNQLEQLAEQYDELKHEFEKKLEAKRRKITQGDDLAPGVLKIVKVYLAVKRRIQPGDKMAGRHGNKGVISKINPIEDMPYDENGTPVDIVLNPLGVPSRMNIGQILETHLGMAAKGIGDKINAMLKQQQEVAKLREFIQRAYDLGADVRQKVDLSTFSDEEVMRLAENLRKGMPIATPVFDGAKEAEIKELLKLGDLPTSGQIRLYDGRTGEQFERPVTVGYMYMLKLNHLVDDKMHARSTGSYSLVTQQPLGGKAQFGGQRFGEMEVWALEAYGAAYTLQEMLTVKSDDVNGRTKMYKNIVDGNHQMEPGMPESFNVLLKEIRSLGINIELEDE
# M1 antag = blocks the rat M1 muscarinic receptor response to acetylcholine; P08482; CHO-M1 cells, Fluo-4 calcium, ACh EC80 antagonist mode; active compounds read low; B-score at 10 µM; 64,000 tested, 3.4% active;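 active = calcium fluorescence response, raw or row-and-column corrected B-score, differing from the plate sample mean either way at a set confidence level, mostly lower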
# Active calls of the source: *; / = no result given.
SMILES,5HT1a ag,Hsp90 block,NADH enzymes,Fluor 339 460,M1 agonist,Her2 expr inh,D1 mod,E coli RNAP,M1 antag
O=C(c1cccc(F)c1)N1CCN(C(=O)C2CC2)CC1,0.4,3,4%,1.1,0.0026,102,0.67,3,-0.63
Cc1cc(C)c2c(=O)[nH]c(SCC(=O)N3CCCCC3)nc2n1,-0.5,-2,4%,1.3,-0.0052,123,-0.47,6,-0.12
CN1CCN(C(=O)c2cc3nc(-c4ccccc4)cc(C(F)(F)F)n3n2)CC1,1.6,-2,10%,1.6,-0.62,109,-0.1,5,0.018
COc1ccc(NCC(=O)Nc2ccc(Cl)cc2C)c(OC)c1,-5.1,23,0%,1.1,0.41,104,0.35,10,-0.95
COc1cc(OC)cc(C(=O)N2CCN(Cc3ccccc3C(F)(F)F)CC2)c1,-1.4,-2,17%,1.1,-0.61,86,1.9,-5,-0.39
Cn1c(N)c(C(=O)COC(=O)C2(c3cccc(F)c3)CCCC2)c(=O)n(C)c1=O,-1.9,-3,2%,1.2,-0.45,83,-1.1,0,-2.8*
CCc1ccccc1NC(=O)c1cc2sccc2n1C,-3.9,-4,6%,1.1,1.9,66,-1.5,7,-0.72
CCOC(=O)N1CCN(C(=O)CCn2nc(-c3ccccc3)ccc2=O)CC1,-1.7,0,10%,1.1,-0.77,67,0.063,3,0.83
O=C(O)Cn1c(SC2CCCCC2)nc2ccccc21,19*,1,9%,1.1,-0.15,97,-0.25,-9,-0.16
CCCCOCCCNC(=O)c1ccc2c(c1)OCO2,0.8,0,1%,1.1,0.72,91,0.13,/,0.26
O=C(NCCCN1CCOCC1)C1(c2ccccc2)CCOCC1,2.2,-1,3%,1.1,-0.014,142,/,-7,0.24
COCCn1nnnc1C(c1cc2cc(C)ccc2[nH]c1=O)N1CCCCCC1 (centres undefined),-2.3,-4,9%,1.4,-0.65,97,0.084,5,0.45
N#Cc1cc(N)c(Nc2ccccc2)cc1C#N,1.7,-3,14%,3.5*,2,110,-0.11,4,-0.5
O=C(CSc1nc2cc3c(cc2c(=O)n1CCC1=CCCCC1)OCO3)NCc1ccco1,-3.5,-2,4%,1,0.022,99,-0.86,-2,0.47
COCCn1c(COc2ccc(Cl)cc2)nnc1SCC(N)=O,1.9,0,2%,1.1,0.41,110,0.0082,9,-0.056
N#Cc1cc(-c2ccccc2)nn1-c1ccccc1,-1.2,1,6%,1.1,0.23,41,1.3,5,-0.19
CC(C)CNc1nc(Oc2ccc(=O)n(-c3ccccc3)n2)nc(N2CCOCC2)n1,-0.6,-2,7%,1.1,-0.14,119,/,10,0.098
CCOC(=O)C(C)c1nn(C)c(=O)c2ccccc12 (centres undefined),0.4,-3,4%,1.1,0.056,95,-1.2,3,0.084
CCOc1ccc(NS(=O)(=O)c2ccc3c(c2)CCN3C(=O)CCC(=O)O)cc1,-3.0,-3,4%,1.1,0.43,109,-0.5,7,-0.025
CCN1CCN(c2ncnc3c2nnn3Cc2ccccc2)CC1,-2.8,2,3%,1.1,-0.067,100,-0.32,/,-0.098
CCN(CC)S(=O)(=O)c1ccc2[nH]cc(C(=O)NCCc3ccc(OC)c(OC)c3)c(=O)c2c1,0.9,-1,11%,1.4,-0.11,80,2.2,4,0.37
Cc1c(NC(=O)CN2C(=O)c3ccccc3C2=O)c(=O)n(-c2ccccc2)n1C,-1.3,2,3%,1.1,-1.4,97,3.7*,4,0.29
Cc1ccc2[nH]c(=O)c(CN(CCc3ccccc3)C(=O)N3CCOCC3)cc2c1,0.1,0,7%,1.6,14*,98,-0.1,4,-0.34
Cc1cccc(Cn2c(=O)c3c(nc4n3CCCN4Cc3ccccc3)n(C)c2=O)c1,1.6,0,5%,1.1,-0.46,47,0.63,2,-0.078
CC(=O)NCC(=O)OCC(=O)c1ccc(C)cc1,0.0,-1,3%,1.1,0.12,89,0.33,6,0.39
CN(c1ccc(O)cc1)c1nc(-c2ccccc2)cs1,-3.0,2,1%,1.1,0.78,61,/,15,-0.065
CCOC(=O)Cn1c(=O)c2c(nc(N3CCCCC3)n2Cc2ccccc2)n(C)c1=O,1.1,-2,6%,1.1,0.68,87,-0.024,2,-0.0074
CCOCCCNC(=O)CN1C(=O)CSc2ccccc21,0.1,-4,6%,1.1,-0.75,106,-0.35,3,-0.097
Cc1ccc(-c2cc(-c3cccc(F)c3)n[nH]2)c(O)c1,-0.8,3,3%,1.1,-0.4,72,-2.7,9,-0.79
Cc1nc2ccccc2c(=O)n1NS(C)(=O)=O,-0.1,3,1%,1.1,0.17,101,0.0082,10,0.83
COCCOC(=O)C(C#N)c1nc2ccccc2nc1N1CCCC1 (centres undefined),-0.9,-4,6%,1.2,-1.5,110,3.2,6,-0.55
Cc1cc(C)nc(SCc2nnc(SCc3ccccc3Cl)o2)n1,-1.0,3,3%,1.1,-0.19,97,-0.91,5,-4.5*
CCN1CCN(S(=O)(=O)c2ccc(Br)s2)CC1,-5.2,2,8%,1.1,-0.86,86,0.04,11,-1.1
Cc1ccc(NC(=O)C2CCCN(c3ncccn3)C2)cc1F (centres undefined),-2.6,-3,7%,1.4,0.035,85,/,-1,-0.53
CCc1nnc(NC(=O)c2cccc(S(=O)(=O)N3CCc4ccccc43)c2)s1,-1.6,/,1%,1.1,-0.87,83,-0.62,2,-0.57
Cc1ccc2cc(C(c3nnnn3C3CCCC3)N(Cc3ccccc3)Cc3ccco3)c(=O)[nH]c2c1 (centres undefined),0.5,-1,5%,1.2,-0.54,105,-0.082,6,0.23
O=C(O)c1cccc(N2C(=O)c3cccnc3C2=O)c1,-0.2,-2,4%,1.1,0.25,88,/,5,-0.32
O=C(O)CCC(=O)N1CCc2cc(S(=O)(=O)NC3CCCc4ccccc43)ccc21 (centres undefined),-1.9,-4,5%,1.1,0.23,114,0.8,8,0.92
O=C(NC(Cc1ccccc1)C(=O)O)OCc1ccccc1 (centres undefined),0.4,-4,4%,1.1,-0.12,64,0.2,5,-0.13
CCOc1cccc(OCCOCCN2CCCC2)c1,-0.4,-1,6%,1,0.73,83,-0.82,7,-0.78
OC1CC(c2ccco2)NC2(CCCCC2)C1 (centres undefined),-1.4,/,13%,1.1,0.3,113,-0.35,11,0.58
COc1ccc(CCNC(=O)CN(C2CCCCC2)S(C)(=O)=O)cc1,-0.4,0,4%,1.1,-1.1,90,-0.44,14,-0.27
COC(=O)CSc1nnc(SCc2ccc(OC)cc2)s1,-4.0,-3,3%,1.1,0.34,58,-2.3*,-1,-0.31
COc1cc(C(=O)N2CCN=C2c2ccccc2)cc(OC)c1OC,-2.2,0,0%,1.1,0.68,118,0.75,/,-0.25
COc1ccc(N2CCN(C(c3cc4ccc(C)cc4[nH]c3=O)c3nnnn3C3CCCC3)CC2)cc1 (centres undefined),-0.7,4,5%,1.2,0.0027,107,0.035,9,0.046
CC(=O)Nc1cccc(C(=O)OCc2ccccc2)c1,-0.1,0,11%,1.1,-0.44,106,0.73,10,0.1
Cc1ccc(S(=O)(=O)n2ccnc2)cc1C,-3.5,1,3%,1.1,0.59,93,/,6,0.17
Cc1ccc(SCc2[nH]nc3c2C(c2ccco2)C(C#N)=C(N)O3)cc1 (centres undefined),-1.4,-8,1%,1.1,-0.5,92,-1.2,-1,-0.59
CC1CCN(C(=O)c2ccccc2NC(=O)c2cccc(S(=O)(=O)N3CCOCC3)c2)CC1,-1.2,-1,7%,1.1,0.61,92,-0.17,1,-0.032
CCC(=O)NC1(C(F)(F)F)C(=O)Nc2c1c(=O)[nH]c(=O)n2Cc1ccco1 (centres undefined),-0.6,-2,3%,1.1,-0.15,110,/,0,0.23
Cc1cc(=O)n2c3c(cccc13)CCC2,-0.5,1,4%,1.2,-0.33,83,0.36,9,0.66
CCCOc1ccc(-c2nc(N)n[nH]2)cc1,-2.7,1,3%,1.1,/,80,/,6,/
CC(C)(C)n1ncc2c(=O)n(CC(=O)NC3CCCCC3)cnc21,-5.0,-5,4%,1.1,1,94,-0.34,1,-0.34
Cc1nc(=O)cc(-c2ccccc2)n1-c1ccccc1,-3.0,1,3%,1,0.57,75,0.22,3,-0.1
COc1cccc2cc(C(=O)N3CCN(C45CC6CC(CC(C6)C4)C5)CC3)c(=O)oc12,-2.7,-4,3%,1.3,0.5,77,-0.11,1,-1.8*
Cn1nnnc1Sc1ncnc2scc(-c3ccccc3)c12,-0.8,-6,7%,1.1,-0.75,0.6*,5.6*,0,1.5
O=C(Nc1ccc(N2CCOCC2)cc1)c1cccc(S(=O)(=O)N2CCCC2)c1,-0.1,-11,11%,1,0.045,73,-0.058,6,-1.8
Cc1cccc(N(C2C=CS(=O)(=O)C2)S(=O)(=O)c2ccccc2)c1 (centres undefined),-0.4,-4,3%,1.1,0.55,63,1.7,5,-0.047
Cc1nc(N2CCN(Cc3ccc4c(c3)OCO4)CC2)nc2c1C(=O)CC(c1ccco1)C2 (centres undefined),0.6,0,6%,1.1,0.43,70,-1.1,5,1.2
Cc1ccc(-n2nc3c(c2NC(=O)c2ccc4c(c2)OCO4)CSC3)c(C)c1,1.3,3,4%,1.2,-0.33,68,0.066,0,0.18
COc1ccc(CN(C2CCCC2)S(=O)(=O)c2ccc(-n3cnnn3)cc2)cc1,-0.9,1,3%,1,-0.1,104,/,4,-0.016
CCOC(=O)Cc1[nH]nc2c1C(C1C=CCCC1)C(C#N)=C(N)O2 (centres undefined),-0.5,1,7%,1.1,-0.23,78,0.017,5,0.88

# Part of the list above in order of length of the SMILES, high to low:
SMILES,5HT1a ag,Hsp90 block,NADH enzymes,Fluor 339 460,M1 agonist,Her2 expr inh,D1 mod,E coli RNAP,M1 antag
CC1CCN(C(=O)c2ccccc2NC(=O)c2cccc(S(=O)(=O)N3CCOCC3)c2)CC1,-1.2,-1,7%,1.1,0.61,92,-0.17,1,-0.032
CN1CCN(C(=O)c2cc3nc(-c4ccccc4)cc(C(F)(F)F)n3n2)CC1,1.6,-2,10%,1.6,-0.62,109,-0.1,5,0.018
COc1cc(OC)cc(C(=O)N2CCN(Cc3ccccc3C(F)(F)F)CC2)c1,-1.4,-2,17%,1.1,-0.61,86,1.9,-5,-0.39
Cc1ccc(SCc2[nH]nc3c2C(c2ccco2)C(C#N)=C(N)O3)cc1 (centres undefined),-1.4,-8,1%,1.1,-0.5,92,-1.2,-1,-0.59
CCOC(=O)N1CCN(C(=O)CCn2nc(-c3ccccc3)ccc2=O)CC1,-1.7,0,10%,1.1,-0.77,67,0.063,3,0.83
CC(C)(C)n1ncc2c(=O)n(CC(=O)NC3CCCCC3)cnc21,-5.0,-5,4%,1.1,1,94,-0.34,1,-0.34
O=C(c1cccc(F)c1)N1CCN(C(=O)C2CC2)CC1,0.4,3,4%,1.1,0.0026,102,0.67,3,-0.63
CCN1CCN(c2ncnc3c2nnn3Cc2ccccc2)CC1,-2.8,2,3%,1.1,-0.067,100,-0.32,/,-0.098
CN(c1ccc(O)cc1)c1nc(-c2ccccc2)cs1,-3.0,2,1%,1.1,0.78,61,/,15,-0.065
O=C(O)Cn1c(SC2CCCCC2)nc2ccccc21,19*,1,9%,1.1,-0.15,97,-0.25,-9,-0.16
N#Cc1cc(N)c(Nc2ccccc2)cc1C#N,1.7,-3,14%,3.5*,2,110,-0.11,4,-0.5

# Screening results (PubChem)
